SRC1 inh – SRC1 coactivator transcriptional activity inhibitors, primary screen, cell-based, luminescence; 0.12% of 360,000 active; AID 588354, 2011; Nuclear receptor coactivator 1 (Homo sapiens), Q15788; inhibition, % at 3.6 µM; HEK293 GAL4-SRC1 luciferase reporter;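 active = inhibition above the campaign mean plus 3 SD, with each screening campaign given its own cutoff, cut at about 60% in these data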;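 note: 0% = DMSO treated cells and 100% = gossypol at 36 µM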
LMP1 NFkB inh – EBV LMP1-driven NF-kappaB luciferase reporter inhibitors, primary screen, cell-based, luminescence, single point; LMP1-induced NF-kappaB luciferase reporter cells; inhibition, % at 12.5 µM; 0.69% of 350,000 active; in the data active = inhibition above about 41%;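 note: 0% = neutral control wells and 100% = reference inhibitor control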
NOD2 RIPK2 PPI – NOD2-RIPK2 binding disruptors in cells, primary screen, fluorescence, CHO cells, BLA complementation; Receptor-interacting serine/threonine-protein kinase 2 (Homo sapiens), O43353; CCF4 ratio; inhibition, % at 4.98 µM; 0.38% of 360,000 active; in the data active = inhibition above about 21%;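 note: 0% = vehicle only and 100% = reference blocker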
TWEAK Fn14 block – inhibitors of TWEAK-Fn14 signaling, primary screen, luciferase reporter cells, uHTS. TWEAK-stimulated Fn14 reporter cells, luciferase luminescence, 8 h. inhibition, % at 10 µM. 2% of 360,000 active; in the data active = inhibition above about 50%
NR5A2 inv ag – LRH-1 (NR5A2) inverse agonists, primary screen, cell-based, luminescence, HEK293T, StAR-luciferase reporter; inhibition, % at 3.6 µM; 0.13% of 360,000 active; LRH-1 transfected, 24 h;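 active = inhibition above the mean inhibition of all tested compounds plus 3 SD, cut at about 73% in these data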;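 note: 0% = DMSO wells and 100% = reporter-only cells lacking LRH-1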
Target sequence (O00482 whole entry, looked up): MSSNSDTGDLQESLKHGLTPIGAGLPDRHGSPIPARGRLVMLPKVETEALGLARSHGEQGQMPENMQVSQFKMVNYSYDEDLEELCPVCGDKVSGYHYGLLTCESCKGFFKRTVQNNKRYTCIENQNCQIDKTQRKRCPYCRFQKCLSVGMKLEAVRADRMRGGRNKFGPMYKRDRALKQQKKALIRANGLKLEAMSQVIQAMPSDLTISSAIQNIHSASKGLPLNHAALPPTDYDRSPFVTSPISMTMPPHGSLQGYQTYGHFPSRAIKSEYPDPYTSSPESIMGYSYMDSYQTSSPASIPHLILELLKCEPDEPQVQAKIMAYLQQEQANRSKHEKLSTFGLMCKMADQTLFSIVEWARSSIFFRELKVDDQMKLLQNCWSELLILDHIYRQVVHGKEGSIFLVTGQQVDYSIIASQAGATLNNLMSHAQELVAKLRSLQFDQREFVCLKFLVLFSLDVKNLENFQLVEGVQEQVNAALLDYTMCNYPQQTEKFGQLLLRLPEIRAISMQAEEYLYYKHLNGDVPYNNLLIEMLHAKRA
TROY NFkB inh – inhibitors of TROY-driven NF-kB signaling, primary screen, Q293 LMP1-TROYcd cells, NF-kB luciferase, uHTS; Q293 LMP1-TROYcd NF-kB luciferase reporter, 4 h; inhibition, % at 10 µM; 0.98% of 360,000 active; AID 1347056, 2019;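 active = compounds whose plate-normalised and pattern-corrected inhibition of the luciferase reporter signal at the single screening dose is 50% or more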
NCOA2 inhibitor – inhibition of GAL4-SRC2 driven luciferase reporter, primary screen, SRC2 inhibitor project, cell-based, luminescence | HEK293 GAL4-SRC2 luciferase reporter | inhibition, % at 9 µM | 0.17% of 370,000 active;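 active = inhibition above the mean inhibition of all tested compounds plus 3 SD, set per campaign, cut at about 52% in these data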;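 note: 0% = DMSO treated cells and 100% = cells given Gossypol at 36 µM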
C8 TRAIL sens – viability loss with TRAIL in NB7+C8 cells, primary screen, TRAIL sensitizer project, cell-based, ATPlite luminescence. AID 624354, 2012. inhibition (viability loss, TRAIL sensitization), % at 10 µM. 1% of 360,000 active;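 active = compounds causing at least 50% loss of cell viability in the single-dose screen, relative to plate controls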
SRC3 inh – SRC3 coactivator transcriptional activity inhibitors, primary screen, cell-based, luminescence; HEK293 GAL4-SRC3 luciferase reporter; 0.17% of 360,000 active; inhibition, % at 3.6 µM; AID 588352, 2011;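 active = inhibition above a per-campaign cutoff, the mean of all compounds plus 3 SD, cut at about 60% in these data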;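 note: 0% = DMSO-treated cells and 100% = gossypol-treated cells at 36 µM; higher means less SRC3-driven luciferase light from the GAL4 reporter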
TLR9-MyD88 block – inhibitors of TLR9-MyD88 association in cells, primary screen, cell-based, CHO, BLA complementation, fluorescence | CCF4 FRET ratio | inhibition, % at 4.98 µM | Toll-like receptor 9 (Homo sapiens) + Myeloid differentiation primary response protein … | 0.21% of 340,000 active | AID 504734, 2011;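 active = inhibition above the mean over all tested compounds plus 3 SD, cut at about 21% in these data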;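 note: 0% = DMSO only wells and 100% = clavulanate BLA inhibitor control wells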
COUP-TFII inh – NR2F2 transcriptional activity inhibitors, primary screen, cell-based, luciferase reporter, HEK293T, luminescence | 0.7% of 370,000 active | HEK293T NGFI-A luciferase reporter | inhibition, % at 8.6 µM | COUP transcription factor 2 (Homo sapiens), P24468;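 active = inhibition above a per-plate cutoff, mean inhibition of test wells between control levels plus 3 SD, cut at about 38% in these data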;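 note: cells cotransfected with COUP-TFII expression vector driving the NGFI-A reporter; 0% = median of COUP-TF2 test wells and 100% = reporter-only cells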
Target sequence (P24468 whole entry, looked up): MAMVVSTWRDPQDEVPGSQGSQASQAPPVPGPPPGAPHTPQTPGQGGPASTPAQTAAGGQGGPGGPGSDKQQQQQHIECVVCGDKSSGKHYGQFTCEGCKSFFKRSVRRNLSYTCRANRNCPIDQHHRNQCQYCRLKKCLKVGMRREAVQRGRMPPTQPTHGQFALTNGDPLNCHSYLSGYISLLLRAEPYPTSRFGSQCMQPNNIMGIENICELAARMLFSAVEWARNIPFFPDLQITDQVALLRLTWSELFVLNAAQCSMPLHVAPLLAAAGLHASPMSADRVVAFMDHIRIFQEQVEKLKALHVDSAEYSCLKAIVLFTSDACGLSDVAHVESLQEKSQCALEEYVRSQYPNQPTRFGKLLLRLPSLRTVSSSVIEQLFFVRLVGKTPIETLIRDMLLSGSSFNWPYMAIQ
* marks the source's active call; other numbers are inactive results; nt = no result given. An excerpt; count on the stated rates, not on these rows.

structure,SRC1 inh,LMP1 NFkB inh,NOD2 RIPK2 PPI,TWEAK Fn14 block,NR5A2 inv ag,TROY NFkB inh,NCOA2 inhibitor,C8 TRAIL sens,SRC3 inh,TLR9-MyD88 block,COUP-TFII inh
NC(=O)C1CC(=O)N(c2ccc(OCC(=O)N3CCCC3)cc2)C1 (configuration not stated),-10,0,2,-1,-12,-10,-19,-4,-12,-7,-1
O=C(NCc1ccccc1)c1cc(C2CCCN(S(=O)(=O)c3cccs3)C2)on1 (configuration not stated),-8,nt,-5,-11,-13,21,24,4,-30,nt,2
O=Nc1[nH]c(=O)c(/C=C(\O)c2ccccc2)nc1NO,-49,9,1,-51,-64,-15,-1,11,-38,8,-20
CCOc1ccc(NC(=O)CCNS(=O)(=O)c2ccc3c(c2)CCC(=O)N3)cc1,6,5,-3,-3,-10,-6,-18,-4,7,-1,-10
O=C(COc1ccc2c3c(c(=O)oc2c1)CCC3)N[C@@H](CSCc1ccccc1)C(=O)O,13,0,-7,1,-13,-16,-15,3,10,2,-16
CCOc1ccc(C(=O)NCC(=O)NCCSc2ccc(Br)cc2)cc1OCC,7,-1,-9,8,-1,5,23,-4,10,7,22
COc1ccc(NC(=O)c2cc(Br)c(Br)s2)cn1,-31,-11,8,4,-47,-63,-32,1,-41,-11,-18
COc1ccc(CN2CCN(Cc3ccc(C(F)(F)F)cc3)CC2)c(OC)c1,9,17,-4,6,-33,6,26,19,2,-14,17
CC(C)[C@H](NC(=O)c1ccccc1Cl)C(=O)NC1CCCCCC1,-26,20,0,-11,-2,-3,-33,-8,0,2,-10
CC(C)n1c(SCC(=O)N2CCN(C)CC2)nc2c1c(=O)n(C)c(=O)n2C,-5,-2,-11,16,-10,13,-20,-7,-55,-2,6
Cc1nn2cc(-c3ccc(Cl)cc3)cnc2c1Cl,-67,-17,-5,-1,-18,-84,-28,-21,-88,8,-8
COc1ccccc1/C=C/C(=O)Nc1cccc(S(=O)(=O)NC2=NCCCCC2)c1,-15,2,-9,-55,-6,3,-12,4,19,-1,-4
CCn1c(N2CCN(C(=O)C34CC5CC(CC(C5)C3)C4)CC2)nc2ccccc21,13,-5,3,-9,-18,-17,nt,6,1,-4,nt
O=C(COc1cc2oc(=O)cc(-c3ccccc3)c2cc1Cl)NCc1ccccn1,2,-4,4,-29,30,-47,-10,15,4,6,-9
Cc1ccc(CNC(=O)CNS(=O)(=O)c2cccc3nsnc23)cc1,-19,-2,-9,3,-13,-8,10,5,0,10,-4
O=C(c1cccnc1)c1ncc(C(F)(F)F)cc1Cl,-22,-4,-7,39,4,13,5,3,-11,-9,0
COc1ccc(S(=O)(=O)N2CCCC2)cc1C(C)C,-7,1,-11,-14,4,-17,10,-5,19,12,9
CC1CCN(S(=O)(=O)c2ccc3c(c2)n(C)c(=O)n3C)CC1,7,9,-1,0,13,-30,0,-13,7,2,-14
Nc1c(C(=O)CSc2ccccn2)c(=O)[nH]c(=O)n1C1CC1,-31,-6,-1,4,-10,-5,-20,9,-18,-2,-9
COc1cccc(Nc2c([N+](=O)[O-])cncc2[N+](=O)[O-])c1,7,-3,4,0,27,9,-26,3,8,-3,-6
Cc1ccc(C(=O)Nc2c[nH]c(=O)[nH]c2=O)cc1,-3,13,10,2,-9,4,-28,-3,-1,1,-6
O=C(OCCc1cc2ccccc2c(=O)o1)c1cccc(Br)c1,9,1,10,-25,-8,-9,-3,11,-5,2,-2
S=C1NCCOCCOCCOCCOCCN1,5,-1,-4,0,16,-5,0,-1,-6,-9,-34
Nc1ccc(Br)cc1C(=O)O,14,-13,-4,5,5,-1,52,-21,30,11,45*
CCOC(=O)[C@@H]1[C@H]2COc3ccc(Br)cc3[C@@H]2N2C(=O)N(c3ccc(Cl)cc3)C(=O)[C@]12C,4,-2,-14,0,5,8,-10,-1,0,8,-13
CCCCN1C(=O)C(CC(=O)NCc2ccco2)CC(C(=O)N(C)C)=C1C (configuration not stated),-15,2,-9,14,2,-11,0,9,4,3,-9
O=[N+]([O-])c1cc2c(cc1CN1CCN(c3ccccc3)CC1)OCO2,-63,-10,2,-2,-55,-9,-38,2,-48,-2,3
Cc1ccc(OCC(=O)Nc2cccc(S(=O)(=O)N3CCCCCC3)c2)c([N+](=O)[O-])n1,6,5,-4,13,-12,26,5,8,21,3,-20
COc1ccc(CN(C)C(=O)c2oc3ccccc3c2CSC)cc1F,-16,0,0,22,-3,6,-18,1,-13,-9,6
O=C(O)Cn1nc2c3c(cccc3c1=O)-c1ccccc1-2,-13,6,1,-24,1,6,23,3,3,-1,6
CCOc1ccc2c(c1)C(C)=CC(C)(C)N2S(=O)(=O)c1ccc(F)cc1,-21,0,10,-9,8,19,22,18,-15,1,18
CCc1oc(C(=O)OC)cc1CSC(=N)N,-24,-15,6,-9,5,-10,21,12,24,-3,13
COc1ccc(NS(=O)(=O)N2CCOCC2)cc1,12,0,0,8,-12,23,-10,6,-11,-6,-15
O=c1c(OC2OC(CO)C(O)C(O)C2OC2OC(CO)C(O)C(O)C2OC2OC(CO)C(O)C(O)C2O)c(-c2ccc(O)c(O)c2)oc2cc(O)cc(O)c12 (configuration not stated),-7,2,-2,7,-4,-6,6,-5,-2,14,-11
CCn1c(SCC(=O)N/N=C/C=C\c2ccccc2[N+](=O)[O-])nc2ccccc21,0,0,-6,22,5,13,-39,-2,11,-13,10
Cc1ccccc1-c1nn[nH]n1,-13,0,5,-3,9,5,0,0,14,-1,16
C/C(=N\NC(=O)c1cccc(Cl)c1)C1C(=O)c2ccccc2C1=O,-60,-42,5,17,-74,23,-33,11,-38,1,-7
CCC(C)NC(=O)c1cn(CC)c2ccc(S(=O)(=O)N(C)C)cc2c1=O (configuration not stated),3,-7,-11,1,1,0,-17,-24,-7,-6,-4
CCN(CC)S(=O)(=O)c1ccc(NC(=O)Nc2cccc(C(F)(F)F)c2)cc1,9,27,-8,76*,19,58*,49,69*,25,3,75*
Cc1cc(NC(=O)c2csc([C@@H]3O[C@H](CO)[C@H](O)[C@H](O)[C@H]3O)n2)n(C)n1,-1,nt,-11,1,20,-2,5,4,-2,nt,4
OC[C@@H]1CN(Cc2ccc(-c3ccccc3)cc2)C[C@H](n2cnc3c(N4CCCC4)ncnc32)O1,-2,nt,2,22,-13,5,5,-2,3,nt,3
O=C(COC(=O)C12CC3CC(CC(O)(C3)C1)C2)Nc1ccccc1OC(F)F,1,-3,-4,0,-11,3,-20,15,-1,-8,0
COc1cc(C(CC(=O)O)n2cnnn2)ccc1OC(C)C (configuration not stated),-13,-8,-20,-10,-10,0,-19,3,10,nt,-12
Cc1cccc(Cn2c(-c3ccc[nH]c3=O)nc3ccccc32)c1,-10,-6,-5,12,4,5,-27,-3,-12,-3,2
O=C(NC(=S)N1CCOCC1)c1cn(-c2ccccc2)nc1-c1ccc(F)cc1,-21,3,-6,-10,2,-14,6,-1,0,-12,-17
O=C(O)CCC(C(=O)O)N1C(=O)C2C3CCC(C3)C2C1=O (configuration not stated),-11,3,-3,-6,8,-4,21,16,3,1,1
COc1ccc(C2C(C(=O)N3CC(C)CC(C)C3)c3ccccc3C(=O)N2C)cc1 (configuration not stated),2,-4,7,-6,14,17,-6,28,9,8,1
CCOc1cccc(/C=N/NC(=S)Nc2cc(S(=O)(=O)N3CCOCC3)ccc2N2CCOCC2)c1O,22,9,1,44,28,-26,19,43,26,7,19
COc1ccccc1C(=O)N/C(=C\c1ccc2c(c1)OCO2)C(=O)NCCc1nc2ccccc2[nH]1,11,-3,-15,9,14,6,-8,17,0,6,6
NC(=O)NC1NC(=O)NC1=O (configuration not stated),-3,-4,-6,21,5,-13,5,-10,-6,-6,-10
O=C(COc1ccccc1C(=O)c1cnn(-c2ccccc2)c1)Nc1ccccc1,-37,-25,-2,12,-34,-43,-19,60*,-39,2,-1
O=C(c1ccc2c(c1)OCO2)C1CCCN(Cc2cn[nH]c2-c2cccc(F)c2)C1 (configuration not stated),-1,4,-11,2,-8,14,-18,4,17,5,1
COC(=O)C1=CN(c2ccc(OC)cc2)C=C(C(=O)OC)C1c1ccc([N+](=O)[O-])cc1,-6,2,-7,-14,18,-11,9,16,9,-14,-9
CCOc1ccc(C(=O)Nc2cccc(-c3cc4ccccc4oc3=O)c2)cc1[N+](=O)[O-],-3,13,-7,14,8,13,-2,33,13,-1,15
Cc1cc(N2CCCC2)nc(SCC(=O)c2ccccc2)n1,-47,-8,0,-6,-42,nt,-1,-20,-25,-2,-7
CC1CC(NC(=O)N(C)C)N(C)C(=O)N1 (configuration not stated),-39,2,-2,2,1,0,11,-9,6,8,-9
CC1=C(C(=O)N2CCOCC2)CC(CC(=O)NC2CCCCC2)C(=O)N1Cc1ccc(F)cc1 (configuration not stated),-23,3,-6,11,1,-6,-35,23,6,5,-20
CC(=O)N1CCc2cc(S(=O)(=O)N3CCc4ccccc4C3)ccc21,7,4,-1,0,24,1,2,3,23,-1,-2
CCCS(=O)(=O)N1CCN(C(=O)c2cccs2)CC1,4,-2,-1,8,6,-10,-7,-9,11,-8,14
COc1ccc(NC(=O)COC(=O)C2CC2)c(OC)c1,-20,-7,-9,-13,5,-31,-8,-2,8,-1,-9

(cont.)
structure,SRC1 inh,LMP1 NFkB inh,NOD2 RIPK2 PPI,TWEAK Fn14 block,NR5A2 inv ag,TROY NFkB inh,NCOA2 inhibitor,C8 TRAIL sens,SRC3 inh,TLR9-MyD88 block,COUP-TFII inh
CCn1c(C)nc2cc(C(=O)N/N=C/c3cccc(OC)c3O)ccc21,9,34,2,-2,4,-34,15,47,-3,5,-7
CNC(=O)COc1ccccc1C(=O)Nc1ccc2c(c1)oc1ccccc12,-10,2,2,-51,-7,-18,1,8,-12,6,-41
CC1=NN(CCC#N)C(=O)/C1=C/c1ccc(N(C)C)cc1,-49,10,-1,-24,-7,1,-14,-7,5,7,-5
CCCOc1ccc(F)cc1-c1cc(C(=O)NCc2ccc(F)cc2)[nH]n1,2,nt,-9,24,2,5,-9,5,-3,nt,5
CCCS(=O)(=O)c1nc(S(=O)(=O)c2ccc(C)cc2)c(N2CCN(CC)CC2)s1,-3,-6,-13,4,11,-16,-12,12,-14,-6,-4
CC(C)NC(=O)Cn1cc(S(=O)(=O)N2CCCC2)c(S(=O)(=O)N2CCCC2)c1,-2,0,-8,4,3,-16,-17,0,5,-6,3

Compound activity deposited in PubChem by several laboratories.
